TCR-CD3 inh: inhibitors of human TCR-CD3 interaction; AID 651800; TAMRA-labeled TCR probe fluorescence, biochemical; 0.37% of 360,000 active; inhibition, % at 9.4 µM; in the data active = inhibition above about 19%;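 note: recombinant mutant TCR 2C K166C tagged with TAMRA read by polarization; 0% = receptor in buffer alone and 100% = receptor with positive control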
PG9 Ab binder: small molecules binding HIV-1 gp120 antibody PG9. AID 624416. inhibition, % at 6.7 µM. TR-FRET gp120-PG9 antibody binding. 0.43% of 360,000 active; in the data active = inhibition above about 8.5%
MBD2 DNA inh: inhibitors of human MBD2 binding to methylated oligonucleotide | Q9UBB5 | TR-FRET | inhibition, % at 4.4 µM | 0.31% of 370,000 active | AID 686964; in the data active = inhibition above about 13%
Target sequence (Q9UBB5 whole entry, looked up): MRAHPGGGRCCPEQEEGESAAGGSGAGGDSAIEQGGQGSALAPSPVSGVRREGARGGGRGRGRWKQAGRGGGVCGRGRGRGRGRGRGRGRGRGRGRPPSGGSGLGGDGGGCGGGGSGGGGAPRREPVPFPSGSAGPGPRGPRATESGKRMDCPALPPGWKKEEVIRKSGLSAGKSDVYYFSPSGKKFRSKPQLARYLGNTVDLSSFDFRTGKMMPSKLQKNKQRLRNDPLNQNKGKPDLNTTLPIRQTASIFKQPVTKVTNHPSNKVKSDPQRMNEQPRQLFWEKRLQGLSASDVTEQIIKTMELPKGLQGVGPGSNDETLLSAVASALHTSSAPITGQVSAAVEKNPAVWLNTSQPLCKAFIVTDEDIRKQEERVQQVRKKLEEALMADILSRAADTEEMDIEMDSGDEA
Rev-erbA mod: modulates human Rev-erb alpha binding to DNA; P20393; Rev-erbα–FITC-DNA binding, fluorescence polarization, 90 min; activity, % at 10 µM; 0.79% of 370,000 active;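 active = activity above about 14%, limit read from the data; passing the limit was not always enough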;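 note: 0% = DMSO wells with 35 nM protein and 100% = DMSO wells with 750 nM protein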
UHRF1 binding: UHRF1 methyl-DNA binding inhibition | UHRF1 binding to methylated oligo, TR-FRET | inhibition, % at 4.4 µM | 0.75% of 370,000 active; in the data active = inhibition above about 21%;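 note: UHRF1 SRA domain binding a hemimethylated CpG hairpin DNA probe; 0% = median of test compound wells and 100% = reference inhibitor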
HTRA1 inhibitor: blocks human HTRA1 serine peptidase; recombinant HTRA1, FP-rhodamine activity-based probe, fluorescence polarization; inhibition, % at 5.96 µM; 0.5% of 340,000 active; AID 504803; in the data active = inhibition above about 36%;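 note: 0% = enzyme with DMSO and 100% = wells lacking enzyme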
PRMT1 inh: inhibitors of human PRMT1 | recombinant PRMT1, activity-based probe fluorescence polarization | inhibition, % at 2.79 µM | 1.3% of 370,000 active | AID 652257;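 active = inhibition above about 21% made by adding two undisclosed values, limit read from the data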
Target sequence (Q99873 whole entry, looked up): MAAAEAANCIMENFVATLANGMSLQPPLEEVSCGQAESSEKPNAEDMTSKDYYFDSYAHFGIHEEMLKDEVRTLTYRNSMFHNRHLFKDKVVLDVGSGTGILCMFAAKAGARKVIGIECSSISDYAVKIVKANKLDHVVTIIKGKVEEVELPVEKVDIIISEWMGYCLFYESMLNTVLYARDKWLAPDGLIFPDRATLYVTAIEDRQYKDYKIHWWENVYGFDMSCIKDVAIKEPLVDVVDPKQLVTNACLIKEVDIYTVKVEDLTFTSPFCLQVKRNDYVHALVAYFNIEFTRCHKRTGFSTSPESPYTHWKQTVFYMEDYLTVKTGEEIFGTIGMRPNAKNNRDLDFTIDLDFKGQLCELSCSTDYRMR
ABHD4 inh: inhibits mouse alpha/beta hydrolase domain 4; inhibition, % at 8.92 µM; 0.54% of 370,000 active; purified mABHD4, FP-Rh probe fluorescence polarization;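 active = inhibition exceeding the mean over every tested compound plus 3 SD, cut at about 30% in these data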;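 note: 0% = plate median of compound wells and 100% = S159A mutant with DMSO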
Target sequence (Q8VD66 whole entry, looked up, the tested form may be a part): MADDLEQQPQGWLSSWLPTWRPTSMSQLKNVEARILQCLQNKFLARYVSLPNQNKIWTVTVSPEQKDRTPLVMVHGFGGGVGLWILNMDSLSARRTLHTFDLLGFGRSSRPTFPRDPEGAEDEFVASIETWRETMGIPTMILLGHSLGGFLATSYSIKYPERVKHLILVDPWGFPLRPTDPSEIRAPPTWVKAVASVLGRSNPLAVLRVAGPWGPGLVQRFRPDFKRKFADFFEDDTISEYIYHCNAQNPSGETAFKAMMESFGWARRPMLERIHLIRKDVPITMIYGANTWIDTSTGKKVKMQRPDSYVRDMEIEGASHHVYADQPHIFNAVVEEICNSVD
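Assay system: wild-type mouse ABHD4 protein; compound: single nominal dose of 8.92 µM, 0.89% DMSO final; schedule: 45 min + 60 min at 25 °C; measured by: FP readout, ex 525 nm / em 598 nm; evaluation: % inhibition of FP-Rh probe binding versus controls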
rCAG binder: r(CAG) repeat RNA binding; TO-PRO-1 dye displacement fluorescence; inhibition, % at 3 µM; 1.3% of 370,000 active; AID 651821;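 active = inhibition above the plate cutoff, the mean of all test compounds on that plate plus 3 SD, cut at about 35% in these data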;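 note: 0% = DMSO alone and 100% = 100 µM mitoxantrone as full dye displacement; higher means more dye released from RNA so lower well fluorescence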
LEDGF integ inh: blocks HIV-1 LEDGF/p75-dependent DNA integration. TR-FRET IN-LEDGF/p75 DNA integration, Eu/Cy5. AID 743269. 0.64% of 370,000 active. inhibition, % at 3.7 µM;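 active = inhibition above the screen-wide mean plus 3 SD, cut at about 13% in these data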;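 note: signal is the Cy5 over europium emission ratio at 671 and 618 nm; 0% = plate median of compound wells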
* = called active by the depositor; nt = not tested or not shown. An excerpt; count on the stated rates, not on these rows.

SMILES	TCR-CD3 inh	PG9 Ab binder	MBD2 DNA inh	Rev-erbA mod	UHRF1 binding	HTRA1 inhibitor	PRMT1 inh	ABHD4 inh	rCAG binder	LEDGF integ inh
Cc1ccc(Cl)cc1NC(=S)N(CCCN1CCOCC1)Cc1ccco1	-4	-0.2	1	-5	-1	4	0	-5	-3	-4
CC1(C)CC(=O)C2=C(C1)c1c(ccc3ccccc13)NC2c1ccc(OCC(=O)O)cc1 (stereo not given)	-3	1.6	-3	2	3	5	0	5	24	-3
COC(=O)CNC(=O)c1ccc(F)cc1	-6	0.0	-1	6	1	nt	2	1	-1	-8
COc1ccc(C(=O)CSc2nnc(COc3ccc(C#N)cc3)n2-c2ccccc2)cc1	3	1.3	0	0	-1	6	0	-1	-4	-1
O=C(c1ccc(S(=O)(=O)NCc2ccco2)cc1)N1CCN(c2ccccc2)CC1	6	0.7	3	4	0	3	-5	5	4	0
Cc1ccc(NC(=O)CCNS(=O)(=O)c2ccc3c(c2)CCC(=O)N3)c(Br)c1	0	0.5	5	1	0	9	0	-1	1	0
COc1ccc(/C=C/c2nc3ccccc3n2Cc2ccccc2OC)cc1	-1	-0.9	-1	5	-3	-81	1	-9	2	-1
CCCCCC(=O)Nc1cccc(C2=NOC3(C2)C[C@@H](C(N)=O)N(C(=O)c2ccc(OC)cc2)C3)c1 (stereo not given in full)	-6	-0.3	-4	-1	-1	-11	3	-2	4	-2
O=C1CC(NS(=O)(=O)c2ccccc2)CN1c1ccc2c(c1)OCCO2 (stereo not given)	0	-2.1	1	5	0	0	-2	2	-1	4
Cc1ccccc1CN1CCN(CC(=O)NCc2ccccn2)C1=O	-3	-0.9	-6	2	2	6	1	-2	-1	0
CCC(CC)N1CCN(Cc2nc3ccc([N+](=O)[O-])cc3c(=O)n2-c2ccccc2F)CC1	-9	0.5	0	-7	-1	2	-5	3	5	4
CC(C)CCn1nnnc1C(c1ccc(F)cc1)N1CCC(C(N)=O)CC1 (stereo not given)	5	-3.1	7	-4	22*	-2	1	-8	-5	3
Cc1ccc(CN2C(=O)C(C)Oc3ccc(C)cc32)cc1 (stereo not given)	-4	-1.8	6	0	2	nt	1	-5	2	1
Cc1ccccc1Cn1nc(C)c(NC(=O)c2cc(-c3ccco3)on2)c1C	0	-0.4	3	-2	0	-13	-1	-5	4	0
CN(C)c1cccc2c(S(=O)(=O)NCC3CCN(C(=O)C(=O)c4cccs4)CC3)cccc12	3	-0.4	0	-3	3	nt	8	-6	10	-4
Cc1nc2cc(Cl)c(Cl)cc2nc1C	-3	0.1	1	2	3	-7	0	-1	-1	2
Cc1cccc(NC(=O)CSCC(=O)N(C)Cc2ccc3c(c2)OCCO3)c1	9	-0.1	2	-5	-6	-4	-1	-1	-5	-5
CCC(=O)N1CCc2cc(S(=O)(=O)NCCC(=O)NC3CCCc4ccccc43)ccc21 (stereo not given)	4	-0.9	3	10	-1	2	-1	5	-4	-3
Cc1ccc(CNc2ccc3c(c2)ncn3C(C)C)cc1	2	-3.8	-3	3	-3	5	-1	4	-8	2
O=C(NCc1ccccn1)c1ccc(Br)s1	1	3.1	2	-2	2	1	0	-8	-2	-1
COc1ccc(OC)c(S(=O)(=O)N(CCc2ccc(OC)c(OC)c2)Cc2cccs2)c1	nt	nt	5	-6	-2	nt	0	-8	4	-2
COC(=O)C1=C/C=C\CN(C(c2ccccc2)c2ccccc2)/C=C\1C(=O)OC	-4	-0.2	-5	3	-1	-14	-5	-2	0	5
Cc1ccc(N2C(=O)c3ccccc3C2=O)cc1	-4	-0.2	3	2	3	1	-2	0	-1	3
CCOC(=O)c1cnc(SC2CC(=O)N(c3ccc(OC)c(OC)c3)C2=O)nc1N (stereo not given)	3	0.5	1	-2	-2	-7	3	-2	-4	-1
CC1SC(C)C(=O)N(CC(=O)NC2CCCCC2)C1=O (stereo not given)	-2	-0.5	1	2	-1	-4	3	-1	-2	-4

Next section:
SMILES	TCR-CD3 inh	PG9 Ab binder	MBD2 DNA inh	Rev-erbA mod	UHRF1 binding	HTRA1 inhibitor	PRMT1 inh	ABHD4 inh	rCAG binder	LEDGF integ inh
CSc1nc(-c2ccc(Cl)cc2)nn1S(=O)(=O)c1ccccc1	-1	2.2	8	-4	21*	1	0	-2	2	3
CCOc1ccc(NC(=O)c2cc(F)c(F)cc2Cl)cc1OCC	2	0.3	-8	-2	-1	2	0	6	-2	1
C=CCSc1ccc(S(=O)(=O)N2CCN(C)CC2)cn1	3	-1.0	1	-4	-1	-2	0	-3	2	-1
COc1c(C)cc(Br)cc1C(=O)O	1	1.6	1	-1	1	4	1	0	-1	-2
COC(=O)[C@]12C[C@H](CC(=O)NCCC(C)C)C(=O)N(Cc3cccc4ccccc34)C1=C[C@H](C1CCCC1)O[C@@H]2C	nt	nt	1	-1	-1	nt	2	-11	6	-2
Cc1cc(C)n(CC(=O)n2c(C)c(C)c3ccccc32)n1	-5	-1.2	7	9	0	-5	4	-8	-1	-2
Cc1ccc2c(c1)CCO[C@@]21O[C@H](CCO)C[C@H](O)[C@H]1O	3	-1.9	0	4	-1	1	2	-3	2	-2
Cc1nnc2c(NC(C)C)nc3ccccc3n12	-1	0.8	1	1	0	6	-2	-2	2	0
O=C(Cn1nnc2ccccc2c1=O)NC1CCCc2ccccc21 (stereo not given)	-4	-3.4	3	1	-2	-7	-2	0	3	1
CCOC(=O)N1CCC(NC(=O)CCN2C(=O)C3C4C=CC(C4)C3C2=O)CC1 (stereo not given)	-2	0.4	-1	-3	1	-2	-3	1	0	-2
Cc1ccc(-c2cc(C(F)F)n3ncc(C(=O)N4CCc5ccccc5C4)c3n2)cc1	-3	3.4	-7	1	1	-37	0	-4	0	-1
COC(=O)/C=C1\SC(N)=NC1=O	3	1.8	-7	-3	-3	3	1	-17	2	0
CCc1cccc(NC(=S)N(CCCOC(C)C)C2CCN(C(C)=O)CC2)c1	6	-0.2	-1	-1	-2	-2	-4	1	3	0
CSc1cccc(NC(=O)CCNS(=O)(=O)c2ccc3[nH]c(=O)oc3c2)c1	-4	1.0	0	0	4	-1	3	6	9	-1
C/C(=N\NC(=O)c1c(C)nc2ccccn12)c1ccc(N2CCOCC2)cc1	6	-0.8	-7	2	-3	0	-1	9	-2	2
O=S1(=O)c2c(cccc2N2CCSCC2)Oc2ccccc2CN1Cc1cn(Cc2ccc(C(F)(F)F)cc2)nn1	nt	nt	-7	2	0	nt	-4	-8	8	3
O=C1NC[C@H](CCCCN2C[C@H](Cc3ccc(O)cc3)N(CC3CCCCC3)C(=O)C2=O)N(CCc2ccc(O)cc2)C1=O	4	-0.2	1	0	-1	nt	-3	5	3	-4
COC(=O)CSc1cc([N+](=O)[O-])cc2c1c(C1OCCO1)nn2-c1ccccc1	1	0.4	-3	9	-1	4	-2	1	-8	-1
C=CCN(c1ccccc1C(=O)NCC(=O)O)S(=O)(=O)c1ccccc1C	0	-3.8	-2	6	1	6	-3	-1	0	0
CCCCN(C(=O)c1ccc(N(C)S(=O)(=O)c2ccc(C)cc2)cc1)c1c(N)n(CCC)c(=O)[nH]c1=O	2	-1.2	0	-6	2	8	3	-3	0	-3
CCc1nnc(NC(=O)CN2CCN(C(=O)c3ccccc3)CC2)s1	5	-3.0	12	5	24*	0	-2	2	-2	0
Cc1ccc(C(=O)NC(=S)Nc2cccc(NC(=O)c3ccccc3)c2)cc1[N+](=O)[O-]	1	1.0	4	3	0	-54	-4	-12	14	1
O=[N+]([O-])c1ccc(-c2nc(=S)c3c(o2)CCCC3)cc1	3	-2.1	-7	-5	-3	0	-2	-3	6	9
OCCc1ccc(NCCc2ccco2)cc1	-1	-1.6	-6	-7	-1	nt	4	8	4	3
CCC(C)NC(=O)C1CCC(=O)N(c2ccc3c(c2)OCO3)C1c1ccc(OC)cc1 (stereo not given)	-1	1.8	7	-4	1	1	0	5	-1	-3

Four entries from above, bar-delimited.
mol | TCR-CD3 inh | PG9 Ab binder | MBD2 DNA inh | Rev-erbA mod | UHRF1 binding | HTRA1 inhibitor | PRMT1 inh | ABHD4 inh | rCAG binder | LEDGF integ inh
C=CCSc1ccc(S(=O)(=O)N2CCN(C)CC2)cn1 | 3 | -1.0 | 1 | -4 | -1 | -2 | 0 | -3 | 2 | -1
COc1c(C)cc(Br)cc1C(=O)O | 1 | 1.6 | 1 | -1 | 1 | 4 | 1 | 0 | -1 | -2
COC(=O)[C@]12C[C@H](CC(=O)NCCC(C)C)C(=O)N(Cc3cccc4ccccc34)C1=C[C@H](C1CCCC1)O[C@@H]2C | nt | nt | 1 | -1 | -1 | nt | 2 | -11 | 6 | -2
Cc1cc(C)n(CC(=O)n2c(C)c(C)c3ccccc32)n1 | -5 | -1.2 | 7 | 9 | 0 | -5 | 4 | -8 | -1 | -2

New compounds follow.
SMILES	TCR-CD3 inh	PG9 Ab binder	MBD2 DNA inh	Rev-erbA mod	UHRF1 binding	HTRA1 inhibitor	PRMT1 inh	ABHD4 inh	rCAG binder	LEDGF integ inh
O=C(CCNC(=O)c1ccc([N+](=O)[O-])cc1)Nc1ccc(F)cc1F	-3	0.9	2	5	-3	3	-4	0	-1	1
O=c1cc(CN2CCc3ccccc3C2)nc2sccn12	-6	-2.0	-4	-2	-1	1	-1	1	-2	0
O=C(Oc1ccccc1C(=O)Nc1ccccc1)c1ccc(Br)c([N+](=O)[O-])c1	7	-0.6	-2	-2	5	1	3	0	1	1
O=C(C[C@@H]1C/C=C\C[C@@H](Cc2ccc(F)cc2)C(=O)OCCNC1=O)N[C@H](CO)Cc1ccccc1	4	0.8	2	-1	-1	-4	1	7	-7	-2
COc1ccccc1CNS(=O)(=O)c1c(C)nc2sccn2c1=O	-2	-1.2	2	2	2	3	-2	3	1	1
ClCc1nnc(-c2ccccc2)o1	0	-0.9	2	3	-3	-3	5	-5	-2	-2
Cc1c(C(=O)NCc2cccc([N+](=O)[O-])c2)sc(=O)n1Cc1ccccc1F	-1	0.1	6	-1	0	nt	1	0	2	-3
C[C@@H]1CN([C@H](C)CO)C(=O)CCCn2cc(nn2)CO[C@H]1CN(C)S(=O)(=O)c1ccc(Oc2ccccc2)cc1	2	-0.8	2	-1	-2	1	0	2	2	-9
COc1cc2nc3n(c(=O)c2cc1OC)-c1ncccc1C(=O)NC3Cc1ccccc1 (stereo not given)	0	-1.9	-1	1	1	4	-2	1	-1	-6
CCCCCC(=O)NC(=S)Nc1ccc2oc(=O)ccc2c1	-3	-2.9	0	1	0	-4	-6	0	-5	3
O=C(O)c1ccc(N/N=C/c2cccc(C(F)(F)F)c2)cc1	0	0.9	-6	3	-3	5	7	4	7	0
O=C(COC(=O)c1cccc(S(=O)(=O)N2CCOCC2)c1)NCc1ccccc1	-5	-3.5	5	6	-1	2	5	7	2	-4
CCc1cccc(Nc2cc(C)nc3nc(C)nn23)c1	1	0.7	2	5	2	2	-1	3	0	-1
O=C(CCCc1nc2ccccc2s1)Nc1ccc(N2CCOCC2)cc1	1	-2.6	-2	3	1	2	-3	-10	-9	5
O=C(Nc1ccccc1C(=O)N1CCCCC1)c1ccccc1C(F)(F)F	0	-1.0	0	4	2	-5	4	2	-4	-1
CCOc1ccc(NC(=S)NC23CN4CN(CN(C4)C2)C3)cc1	2	-1.3	0	1	4	3	4	-2	4	3
CCOC(=O)C1CCCN(C(=O)c2sc3nc(-c4ccc(F)cc4)cn3c2C)C1 (stereo not given)	5	-7.2	1	-1	1	-10	-1	-4	-2	0
Cc1cc(-c2nsc(=O)o2)c(S(C)(=O)=O)s1	1	-0.6	-2	-2	3	-2	21	-4	4	-4
NS(=O)(=O)c1ccc(NC(=S)NC(=O)c2ccco2)cc1	5	0.3	-2	0	0	7	-5	3	-2	-2
Cc1c(C(=O)N2CCN(Cc3ccccc3)CC2)oc2c1C(=O)CCC2	-2	0.9	-8	0	-3	3	0	1	-8	-1
CC(=O)Nc1ccc(NC(=O)c2cc(=O)c3ccc(C)cc3o2)cc1	0	-1.2	-3	-7	-4	-4	3	-4	1	-3

Screening results (PubChem BioAssay)
